TTR transcr act – TTR transcription activation, primary screen; SH-SY5Y TTR promoter Gaussia luciferase, luminescence; 100% = recombinant luciferase protein wells; activation, % at 16.7 µM; actives 1.3% (n = 92,000); AID 1117267;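 active = activation above the mean of all tested compounds plus 3 SD, cut at about 9.5% in these data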;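 also: cells exposed to compounds for one day before reading; 0% = median of all test compound wells on the plate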
Starred values were filed as active, the others as inactive. Not all compounds are listed (hit frequency here may not be typical).

SMILES | TTR transcr act
COc1ccc(/C=N/NC(N)=S)cc1OC(=O)c1ccccc1 | -0.4
CC(=O)Nc1ccc(S(=O)(=O)N2CCN(CCCOc3ccccc3Cl)CC2)cc1 | -1.4
COc1ccc(NS(=O)(=O)c2cc(NC(=O)c3cccs3)ccc2N2CCCC2)cc1 | 2.4
CCCCC12CN3CC(C)(CN(C1)C31C(=O)N(C)c3ccc(C)cc31)C2=O (stereo not drawn) | 7.4
COc1ccc(-c2oc(NC(C)=O)c(C#N)c2-c2ccc(OC)cc2)cc1 | -1.0
COC(=O)C1CN(C(=O)OC(C)(C)C)C2=C1C(=O)CC(C)(C(=O)OC(C)(C)C)C2 (stereo not drawn) | 3.0
CCOc1cccc(-c2nn(-c3ccccc3)cc2/C=C(/C#N)C(=O)NCCCn2ccnc2)c1 | -3.1
O=C(CCc1nnc(-c2ccccc2)o1)NCc1c(F)cccc1F | -0.2
CCN(CC(=O)Nc1c(F)cccc1F)C(=O)c1ccc(N2CCCCC2)c([N+](=O)[O-])c1 | -1.7
CCN1CCN(Cc2cc(=O)oc3ccc(Cl)cc23)CC1 | 1.5
O=C(CCl)Nc1ccc(S(=O)(=O)NC2=NCCCCC2)cc1 | 4.0
CCCCOc1ccc(C(=O)N/C(=C/C=C/c2ccccc2)C(=O)NCCCO)cc1 | -2.0
COc1ncc(C2=CC(=O)CC(C)(C)C2)cn1 | -0.3
CC(C)(C)c1nnc(NC(=O)c2cccnc2)s1 | 1.2
Cc1cc(/C=C(\C#N)C(N)=O)c(C)n1-c1ccc(N2CCOCC2)c([N+](=O)[O-])c1 | -2.9
CS(=O)(=O)N(CC(=O)N1CCCC1)Cc1ccc(F)cc1 | 0.0
CCCC(=O)Nc1nc2ccc(C(=O)OCC)cc2s1 | -2.4
CCCCNC(=O)C1(C)CCCCN1C(=O)c1cc(-c2ccccc2)cs1 (stereo not drawn) | -1.0
O=c1c(-c2ccc(O)cc2)coc2cc(OC3OC(CO)C(O)C(O)C3O)cc(O)c12 (stereo not drawn) | 1.0
Cn1c2ccccc2c(=O)c2c(=O)n(CCCc3ccccc3)cnc21 | 1.8
Cc1nc(-c2ccccc2)cc(-c2ccccc2)n1 | 0.4
Cc1cccc(-n2nc3c(c2NC(=O)c2ccc(S(=O)(=O)N4CCOCC4)cc2)CSC3)c1C | -0.1
CC(C)Cc1ccc(CN2CCCC(NC(=O)Cn3cnnn3)C2)cc1 (stereo not drawn) | 1.4
N#CCCCCN1c2cccc3cccc(c23)S1(=O)=O | 0.7
CC(C)N1CCCCC(NC(=O)COCc2ccccc2)C1=O (stereo not drawn) | -0.4
O=C1NCCN(Cc2ccc(Cl)c(F)c2)C1CC(=O)N1CCCO1 (stereo not drawn) | -0.9
COc1ccc(S(=O)(=O)N2CCOCC2)cc1NC(=O)c1ccc2c(c1)OCCO2 | 1.7
COc1ccc(CN(C)CC(=O)Nc2ccc(N3CCOCC3)cc2)cc1OC | -0.6
CC(C)C(=O)Nc1ccc2c(c1)oc1ccccc12 | -0.6
CCN(CC)C(=O)c1ccc(NS(=O)(=O)c2ccc(/C=C/C(=O)O)cc2)cc1 | 4.9
CC(=O)c1sc(-c2ccccc2)cc1NS(=O)(=O)c1ccc(C)cc1 | 4.2
CC(CN1CCN(C)CC1)OC(=O)c1ccc(F)cc1 (stereo not drawn) | 5.2
CC(=O)N1CCOc2ccc(S(=O)(=O)N3CCC(C(=O)NCc4ccc(F)cc4)CC3)cc21 | 1.5
CCOc1ccccc1C1C(C(=O)Nc2ccccc2OC)=C(C)Nc2nnnn21 (stereo not drawn) | -0.9
Nc1ncccc1OCc1ccc(Br)cc1 | -0.9
COc1ccc(-c2nnc(SCC(=O)N3CCc4ccccc4C3)o2)cc1 | 2.4
CCn1cc(C2=NOC(C(=O)Nc3ccc4c(c3)OCO4)C2)c(C)n1 (stereo not drawn) | 0.8
Cc1c(Cl)cccc1NC(=S)NNc1ncc(C(F)(F)F)cc1Cl | -4.8
O=C(Nc1ccc2ccccc2c1)c1onc2c1CCCC2 | -3.6
C/C(=N\N=C(/N)c1nonc1N)c1ccc2c(c1)OCO2 | -3.3
COc1ccc(-c2cc(C(=O)N3CCN(c4ccccc4)CC3)no2)cc1 | -2.5
CC1=CC2=NC(=O)/C(=C\c3cccn3CCOc3ccccc3)C(=N)N2O1 | -2.6
CCOC(=O)c1c(O)c2ccccc2n(-c2ccccc2)c1=O | 0.0
OCc1nc2ccccc2n1CC(O)Cn1ccc2ccccc21 (stereo not drawn) | -4.6
Cc1nn(C)cc1S(=O)(=O)N1CCN(Cc2cccc(Cl)c2)CC1 | 1.3
COC(=O)CNC(=O)Cn1nc(C)c([N+](=O)[O-])c1C | 0.8
CC(NC(=S)Nc1ccccc1Cl)C(c1cccs1)N1CCCC1 (stereo not drawn) | -2.1
CCC(=O)N1CCN=C1SCc1ccc(F)cc1 | -0.6
CCOC(=O)N1CCN(S(=O)(=O)c2ccc(C(=O)Nc3nc4ccc(F)cc4s3)cc2)CC1 | 0.8
CN1CCN(C(=O)/C(=C/c2cn(S(=O)(=O)N(C)C)c3ccccc23)NC(=O)c2ccccc2Cl)CC1 | -0.4
CC1(OC(=O)CCc2ccccc2)C(=O)C=C2C=C(c3ccc(C#N)cc3)N(C3CCCC3)C=C2C1=O (stereo not drawn) | -1.4
Cc1cc(-c2n[nH]c(=S)n2/N=C/c2c[nH]c3ccccc23)n[nH]1 | -0.3
CCOc1cc(C=O)ccc1OCC(=O)NC(C)(C)C | 3.8
O=C(CCN1C(=O)/C(=C\c2cccs2)SC1=S)Nc1ccc(C(=O)O)cc1 | 0.7
COc1cccc(OC)c1C(=O)OCC(=O)N(C)c1ccccc1 | -0.6
CN1CCN(C(=O)C23CC4CC(CC(C4)C2)C3)CC1 | -2.6
COc1ccc(C2=NN(C(=O)c3cccnc3)C(c3ccccc3)C2)cc1 (stereo not drawn) | 2.5
O=C(Nc1ccc(F)cc1F)c1c(C(F)(F)F)ccnc1Oc1cccc(C(F)(F)F)c1 | 2.5
O=C(C=Cc1ccccc1)c1c[nH]c2ccccc2c1=O | -0.9
COc1ccc(CC(C)N2CCN(c3ccccc3OC)CC2)cc1OC (stereo not drawn) | -2.2

Reprinted from the part before: seven entries; new compounds follow.
SMILES | TTR transcr act
O=C(CCN1C(=O)/C(=C\c2cccs2)SC1=S)Nc1ccc(C(=O)O)cc1 | 0.7
COc1cccc(OC)c1C(=O)OCC(=O)N(C)c1ccccc1 | -0.6
CN1CCN(C(=O)C23CC4CC(CC(C4)C2)C3)CC1 | -2.6
COc1ccc(C2=NN(C(=O)c3cccnc3)C(c3ccccc3)C2)cc1 (stereo not drawn) | 2.5
O=C(Nc1ccc(F)cc1F)c1c(C(F)(F)F)ccnc1Oc1cccc(C(F)(F)F)c1 | 2.5
O=C(C=Cc1ccccc1)c1c[nH]c2ccccc2c1=O | -0.9
COc1ccc(CC(C)N2CCN(c3ccccc3OC)CC2)cc1OC (stereo not drawn) | -2.2
COc1ccccc1N(CC(=O)NCC1CCCO1)C(=O)CCC(=O)Nc1nccs1 (stereo not drawn) | -0.9
O=C(CN1C(=O)NC2NC(=O)NC21)NC1CCCCC1 (stereo not drawn) | 0.5
O=C(c1cc2cc(C(F)(F)F)ccc2s1)N1CCOCC1 | 6.1
COc1ccc(C2C(C(=O)O)c3ccccc3C(=O)N2Cc2ccco2)cc1 (stereo not drawn) | -1.0
CC(C)c1ccc(NC(=O)C2=NNC(=O)CC2)cc1 | -1.5
Nc1c(C(=O)NCc2ccco2)c2nc3ccccc3nc2n1CCc1ccccc1F | -2.4
COc1cccc(CNc2nc3ccccc3n2C(C)C)c1O | 2.4
O=C(Nc1nc(=O)c2ccccc2s1)c1ccc(F)cc1 | -1.7
CC(C)CN1C(=O)C[C@]2(C(=O)N(C)c3ccc(NC(=O)c4cc(F)ccc4F)cc32)C1c1ccccc1 (stereo partly drawn) | -1.6
OC1=C(O)c2nc3cc(F)ccc3nc21 | -1.5
Nc1ccc(-c2nc3c(Cl)cc(N)cc3[nH]2)cc1 | 2.2
Cc1ccsc1CNCC(O)c1ccccc1 (stereo not drawn) | -1.6
Cc1cc(=O)oc2cc(OC(C)C(=O)NCCc3ccc(S(N)(=O)=O)cc3)ccc12 (stereo not drawn) | 0.3
O=C(NCCN1CCOCC1)C1CCN(c2ncnc3c2sc2cccc(F)c23)CC1 | -0.8
O=C(CSc1nnc(Cc2cc(=O)[nH]c(=O)[nH]2)n1-c1ccccc1)NCC1CCCO1 (stereo not drawn) | 2.5

3 entries already listed, arranged by the number in TTR transcr act, lowest first:
SMILES | TTR transcr act
OC1=C(O)c2nc3cc(F)ccc3nc21 | -1.5
COc1ccc(C2C(C(=O)O)c3ccccc3C(=O)N2Cc2ccco2)cc1 (stereo not drawn) | -1.0
O=C(c1cc2cc(C(F)(F)F)ccc2s1)N1CCOCC1 | 6.1

Other records.
SMILES | TTR transcr act
NC(N)=NC(N)=Nc1ccc(SC(F)(F)F)cc1 | -0.1
CCCCn1c(=O)[nH]c(=O)c2c1nc(-c1ccc(C)c([N+](=O)[O-])c1)n2CC | -2.0
CC1(C)CC(=O)C(C(c2ccc(Br)cc2)C2C(=O)CC(C)(C)CC2=O)C(=O)C1 | 1.6
Nc1nc(SCc2ccccn2)c2ncn(C3CCCC3)c2n1 | 0.2
Nc1c(-c2ccccc2)c(CSc2nc3ccccc3[nH]2)nn1-c1cccc(C(=O)O)c1 | -0.5
NS(=O)(=O)c1cccc(NC(=O)CSc2nnc(-c3ccccc3)o2)c1 | -1.6
O=C(c1ccc([N+](=O)[O-])s1)N1CCc2ccccc21 | -2.6
Cc1cc(OC(C)C(=O)NCC2CCCO2)cc(C)c1Cl (stereo not drawn) | 0.2
COc1ccc(C(=O)C(Sc2nnc(C)c(=O)[nH]2)c2ccc(OC)cc2)cc1 (stereo not drawn) | 1.0
Cc1ccc(S(=O)(=O)C2CCN(c3nc(-c4cccs4)nc4ccccc34)CC2)cc1 | -0.5
CCc1c(C)nc(N2CCN(c3ccccc3F)CC2)[nH]c1=O | 0.3
CCc1cccc(CC)c1NC(=O)COC(=O)c1ccc2c(c1)S(=O)(=O)c1ccccc1C2=O | 0.0
CCN(CC)S(=O)(=O)c1cccc2nsnc12 | 1.9
CCc1ccccc1N1CN(Cc2cccnc2)CNC1=S | 1.6
Cn1c(=O)[nH]c(=O)c2c1nc(NCCCn1ccnc1)n2Cc1ccccc1 | 3.3
CCOC(=O)c1ccc(P(=O)(c2ccccc2)c2ccccc2)cc1 | 2.9
CS(=O)(=O)Nc1ccc(N2CCCCC2)c(Cl)c1 | 1.6
CC1=CC2=NCC(O)CN2C=C1 (stereo not drawn) | 3.1
O=C(NC1CCCC1)C1C(c2ccc(C(F)(F)F)cc2)=Nc2ccccc2N1C(=O)c1cc2ccccc2[nH]1 (stereo not drawn) | -0.4
COc1ccc(C2(O)CCN(Cc3nnnn3Cc3ccc(F)cc3)CC2)cc1 | -2.1
Cc1sc(NC(=O)CCC(=O)O)c(C(N)=O)c1-c1ccccc1 | -1.0
COc1cc2ncnc(NCc3cccc(Cl)c3)c2cc1OC | 0.5
CSc1ccccc1OCc1cc(C(=O)NC2CCc3ccccc32)no1 (stereo not drawn) | -4.2
[O-][n+]1ccc(OCc2ccccc2)cc1 | -1.5
Cc1ccc2c(c1)N(CC(=O)N1CCCc3ccccc31)C(=O)C(C)O2 (stereo not drawn) | -0.8
CCC(=O)N(CCCN(C)C)c1nc(-c2cc(OC)ccc2OC)cs1 | 5.3
Cc1ccc(C)n1-c1nn(S(=O)(=O)c2ccccc2)c2cccc(F)c12 | 0.9
CN(C)c1ncnc2c1nnn2C1OC(CO)C(O)C1O (stereo not drawn) | 0.1
CCc1cccc(OCCn2nc(C(=O)O)c3ccccc3c2=O)c1 | 0.3
COC(=O)CCC(=O)NNC(=O)C1CC1(c1ccccc1)c1ccccc1 (stereo not drawn) | 0.2
O=C(Nc1c[nH]c(=O)[nH]c1=O)OCc1ccccc1 | -0.2
CCOC(=O)c1c(CN(C)C)n(-c2ccccc2)c2cc(Br)c(O)cc12 | -1.7
Cc1cc(C)c(C)c(S(=O)(=O)N2CCN(C(=O)c3ccccn3)CC2)c1C | 0.5
CC1CCCCC1NC(=O)CSCC(=O)O (stereo not drawn) | 0.1
CCC12CN3CCN(CC(C3)/C1=N\NC(=O)Nc1ccccc1)C2 | 0.8
O=C(CN1C(=O)NC2(CCCc3ccccc32)C1=O)Nc1ccccc1OC(F)F (stereo not drawn) | 0.8
CCOC(=O)C1=C(O)/C(=C\c2ccc(O)c(OCC)c2)N=C1C | 0.1
CCCc1nn(C)c(C(=O)Nc2ccc(C(C)(C)C)cc2)c1Cl | 1.9
O=C(NCc1ccco1)c1cc(-c2cccnc2)nc2ccccc12 | -1.0
CC(C)NCCCCOc1cccc(Br)c1 | 1.0
Cc1sc(N/N=C/C=C/c2ccccc2)nc1-c1ccccc1 | -2.6
Cc1ccc(C2=CC(c3ccc(C)cc3)n3ncnc3N2)cc1 (stereo not drawn) | 2.2
CCCCCCCCN1C(=O)[C@H](CC(=O)N2CCN(C(=O)OCC)CC2)C[C@@]2(C(=O)OC)CC(C)(C)CC=C12 | -1.9
Cc1ccc(F)cc1NC(=O)CSc1nc(Nc2ccccc2)nc(N2CCOCC2)n1 | 0.0
CN(C)C(=O)c1cccc(-c2cnc3c(NC=O)cc(-c4cccc(C(F)(F)F)c4)cn23)c1 | -5.1
COC(=O)[C@]12C[C@H](CC(=O)NCC3CCCCC3)C(=O)N(Cc3ccc(Cl)cc3Cl)C1=C[C@H](C(C)(C)C)O[C@@H]2C | 0.3
COc1ccc(CCN(C)C(=O)/C=C/c2c(Cl)nc3ccccn23)cc1OC | -0.3

In the list so far, 5 contain a furan ring, fused or not:
SMILES | TTR transcr act
COc1ccc(-c2oc(NC(C)=O)c(C#N)c2-c2ccc(OC)cc2)cc1 | -1.0
CC(C)C(=O)Nc1ccc2c(c1)oc1ccccc12 | -0.6
COc1ccc(C2C(C(=O)O)c3ccccc3C(=O)N2Cc2ccco2)cc1 (stereo not drawn) | -1.0
Nc1c(C(=O)NCc2ccco2)c2nc3ccccc3nc2n1CCc1ccccc1F | -2.4
O=C(NCc1ccco1)c1cc(-c2cccnc2)nc2ccccc12 | -1.0

From PubChem BioAssay
